High-throughput results from PubChem BioAssay.
yeast cln2 rad14 = NCI yeast anticancer drug screen, S. cerevisiae cln2 rad14 strain; actives 8.3% (n = 78,000); % growth inhibition at 50 µM;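 also: 0% = growth of vehicle-only cultures of the same strain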
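The screen exposed genetically defined yeast (cln2 rad14) to test compounds and scored growth inhibition relative to vehicle-treated controls.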
sgs1 mgt1 = NCI yeast anticancer drug screen, S. cerevisiae sgs1 mgt1 strain. growth inhibition, % at 50 µM. actives 10% (n = 78,000);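 also: 0% = growth of vehicle-only cultures of the same strain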
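Test agents were incubated with a DNA-repair-mutant yeast strain. Growth was then read and compared against vehicle-treated controls.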
mec2-1 = NCI yeast anticancer drug screen, S. cerevisiae mec2-1 strain; growth inhibition, % at 50 µM; actives 9% (n = 79,000); AID 157, 2004;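 also: 0% = growth of vehicle-only cultures of the same strain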
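Vehicle-treated cultures served as reference for growth inhibition of compound-exposed mec2-1 yeast.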
rad50 = NCI yeast anticancer drug screen, S. cerevisiae rad50 strain | growth inhibition, % at 50 µM | actives 10% (n = 79,000);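 also: 0% = growth of vehicle-only cultures of the same strain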
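Readout: growth inhibition relative to vehicle-treated cultures. Compound exposure was carried out in a genetically defined yeast strain deficient in DNA damage repair.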
mlh1 rad18 = NCI yeast anticancer drug screen, S. cerevisiae mlh1 rad18 strain. growth inhibition, % at 50 µM. actives 11% (n = 79,000);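 also: 0% = growth of vehicle-only cultures of the same strain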
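Genetically defined yeast (DNA repair-deficient) exposed to compounds; growth inhibition determined relative to vehicle.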
yeast bub3 = NCI yeast anticancer drug screen, S. cerevisiae bub3 mutant strain | growth inhibition, % at 50 µM | actives 9.9% (n = 78,000);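 also: 0% = growth of vehicle-only cultures of the same strain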
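Part of a panel of yeast mutants defective in DNA damage repair or cell cycle regulation. Each strain is grown with compound, and inhibition is calculated relative to solvent-treated cultures.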
* marks the source's active call; other numbers are inactive results; x = not tested or not shown. Rule as the data show it: active = growth inhibition above about 70%; inactive = the rest.

SMILES	yeast cln2 rad14	sgs1 mgt1	mec2-1	rad50	mlh1 rad18	yeast bub3
Cc1ccccc1C(=O)NNC(=O)c1ccc2ccccc2c1	9	-4	-9	7	-9	-13
CCCCCCCNC(C)=O	10	4	16	14	-5	-1
Cc1ccccc1NC(=O)C(=O)c1c(O)c2ccc(O)cc2oc1=O	-8	-11	11	14	-4	-37
COc1cc(CNc2ccc3nc4n(c(=O)c3c2)CCCCC4)cc(OC)c1OC	-19	7	13	-10	-21	-16
O=CNc1ccc(Br)cc1	1	11	-1	-8	10	-1
CCCNc1nc(Cl)nc2c1cnn2C	1	10	-8	8	7	14
COCC12CCC(OC)C34C5CC6(O)C(OC)C=C(C5C6OC(=O)c5ccccc5)C(C(OC)C13)C4N(C)C2 (centres undefined)	1	-6	-7	-16	-66	-4
Nc1ccc(S(=O)(=O)CC(=O)N2CCOCC2)cc1	18	8	-11	6	22	5
O=C1CC(N2CCOCC2)C(=O)CC1N1CCOCC1 (centres undefined)	-22	5	-5	-7	-10	-21
Nc1cc(Cl)ccc1N1C(=O)C=CC1=O	-6	1	-15	-27	19	-9
O=C(Nc1ccc(Cl)cc1)Nc1nnc(-c2ccccc2Br)o1	-15	19	19	16	8	-23
COc1ccccc1CCCO	11	2	1	-2	-3	10
O=C(O)c1ccc(O)c(Cl)c1	-22	-8	6	14	25	9
CN(C)C1CCC(N=Nc2cc([N+](=O)[O-])ccc2C(=O)O)CC1 (centres undefined)	16	84*	57	86*	85*	94*
CSCC[C@H]1C(=O)N=C(N)N1C(=O)OCc1ccccc1	-10	4	4	-6	13	-3
CCCCOc1ccc(/C=C/C(=O)OCC(CC)CCCC)cc1 (centres undefined)	-63	12	-6	-10	-9	12
COc1ccc2c(c1)CCC1C2CCC2(C)C(=O)C(n3cnc4c(=S)nc[nH]c43)CC12 (centres undefined)	34	50	24	42	52	14
Cc1ccncc1.[O]=[Ge].[O]=[Ge].[O]=[Ge].[O]=[Ge].[O]=[Ge].[O]=[Ge][OH].[O]=[Ge][OH]	-23	-43	-35	-27	-30	-25
CCOC(=O)C1CCCCC1C(=O)OCC (centres undefined)	-4	-7	-16	-2	-27	-28
CCCCCCCCSC(=O)N(C(C)C)C(C)C	24	33	12	25	25	23
CCOC(=O)c1cc(/C=C/c2cccc(Cl)c2)on1	26	26	28	57	47	8
COc1n[nH]c(N)n1	23	4	13	8	20	26
O=C(O)c1c(O)cc(=O)oc1-c1ccccc1Cl	-14	-17	-23	-17	-17	-19
COc1ccc(/C(=N/OCCCC(=O)O)c2cccs2)cc1	8	25	14	14	-39	22
COc1ccc(C2c3cc4c(cc3OC3(N5CCCC5)CCCCC23)OCO4)c(OC)c1 (centres undefined)	15	9	2	-11	16	-3
CC(N=Nc1ccccc1)/N=N/c1nn[nH]n1 (centres undefined)	-84	-12	-12	24	-3	-22
O=C(OCC1OCOC1C1OCOC1COC(=O)c1ccccc1)c1ccccc1 (centres undefined)	14	61	14	29	17	2
Cc1ccc(S(=O)(=O)CC(=O)c2ccc(Br)cc2)cc1	5	-16	-21	-3	9	7
CC1=C(C(=O)OC2CC3CCC2(C)C3(C)C)C2Nc3ccccc3N(C)C2O1 (centres undefined)	-3	-4	-9	-5	7	-8
CC/C(=C(/CC)c1ccc(O)cc1)c1ccc([O-])cc1.CC/C(=C(/CC)c1ccc(O)cc1)c1ccc([O-])cc1.O=C([CH-]C(=O)c1ccccc1)c1ccccc1.O=C([CH-]C(=O)c1ccccc1)c1ccccc1.[Ti+4]	91*	93*	92*	89*	89*	90*
O=C(O)[C@@H]1CCCC[C@@H]1C(=O)N(C1CCCCC1)C1CCCCC1	29	59	14	45	0	9
N#CCCC1(CCC#N)S(=O)(=O)OCCOS1(=O)=O	-2	-18	-12	-28	-7	-2
O=C1C=Cn2cc(-c3ccccc3)c(-c3ccccc3)c21	20	-14	-10	-13	-9	-18
O=c1[nH]c(=O)n(C2CC3OCC3O2)cc1F (centres undefined)	20	-9	36	-14	11	-14
Oc1c(Cl)c(Cl)c(O)c2c1CCCC2	99*	99*	99*	99*	99*	100*
CCN(CC)C(=O)COc1ccc(Cl)cc1C(C)C	-2	1	-17	-18	-31	15
Cc1ccc(S(=O)(=O)OCC23CCC(C4CC42)C2CC23)cc1 (centres undefined)	4	-15	-28	-22	10	-10
CCOC(=O)NC(NC(=O)OCC)c1cccc(F)c1	4	-2	3	-13	-6	-8
NC(=O)c1ncc[nH]c1=O	2	-13	5	-1	-9	4
S=C(NNc1ccccc1)NC1CCCCC1	x	x	-37	7	-9	x

An excerpt of these results, with bars between the fields.
structure | yeast cln2 rad14 | sgs1 mgt1 | mec2-1 | rad50 | mlh1 rad18 | yeast bub3
CSCC[C@H]1C(=O)N=C(N)N1C(=O)OCc1ccccc1 | -10 | 4 | 4 | -6 | 13 | -3
CCCCOc1ccc(/C=C/C(=O)OCC(CC)CCCC)cc1 (centres undefined) | -63 | 12 | -6 | -10 | -9 | 12
COc1ccc2c(c1)CCC1C2CCC2(C)C(=O)C(n3cnc4c(=S)nc[nH]c43)CC12 (centres undefined) | 34 | 50 | 24 | 42 | 52 | 14
Cc1ccncc1.[O]=[Ge].[O]=[Ge].[O]=[Ge].[O]=[Ge].[O]=[Ge].[O]=[Ge][OH].[O]=[Ge][OH] | -23 | -43 | -35 | -27 | -30 | -25
CCOC(=O)C1CCCCC1C(=O)OCC (centres undefined) | -4 | -7 | -16 | -2 | -27 | -28
CCCCCCCCSC(=O)N(C(C)C)C(C)C | 24 | 33 | 12 | 25 | 25 | 23
CCOC(=O)c1cc(/C=C/c2cccc(Cl)c2)on1 | 26 | 26 | 28 | 57 | 47 | 8
COc1n[nH]c(N)n1 | 23 | 4 | 13 | 8 | 20 | 26
O=C(O)c1c(O)cc(=O)oc1-c1ccccc1Cl | -14 | -17 | -23 | -17 | -17 | -19
COc1ccc(/C(=N/OCCCC(=O)O)c2cccs2)cc1 | 8 | 25 | 14 | 14 | -39 | 22
COc1ccc(C2c3cc4c(cc3OC3(N5CCCC5)CCCCC23)OCO4)c(OC)c1 (centres undefined) | 15 | 9 | 2 | -11 | 16 | -3
CC(N=Nc1ccccc1)/N=N/c1nn[nH]n1 (centres undefined) | -84 | -12 | -12 | 24 | -3 | -22
O=C(OCC1OCOC1C1OCOC1COC(=O)c1ccccc1)c1ccccc1 (centres undefined) | 14 | 61 | 14 | 29 | 17 | 2
Cc1ccc(S(=O)(=O)CC(=O)c2ccc(Br)cc2)cc1 | 5 | -16 | -21 | -3 | 9 | 7
CC1=C(C(=O)OC2CC3CCC2(C)C3(C)C)C2Nc3ccccc3N(C)C2O1 (centres undefined) | -3 | -4 | -9 | -5 | 7 | -8
CC/C(=C(/CC)c1ccc(O)cc1)c1ccc([O-])cc1.CC/C(=C(/CC)c1ccc(O)cc1)c1ccc([O-])cc1.O=C([CH-]C(=O)c1ccccc1)c1ccccc1.O=C([CH-]C(=O)c1ccccc1)c1ccccc1.[Ti+4] | 91* | 93* | 92* | 89* | 89* | 90*
O=C(O)[C@@H]1CCCC[C@@H]1C(=O)N(C1CCCCC1)C1CCCCC1 | 29 | 59 | 14 | 45 | 0 | 9
N#CCCC1(CCC#N)S(=O)(=O)OCCOS1(=O)=O | -2 | -18 | -12 | -28 | -7 | -2
O=C1C=Cn2cc(-c3ccccc3)c(-c3ccccc3)c21 | 20 | -14 | -10 | -13 | -9 | -18
O=c1[nH]c(=O)n(C2CC3OCC3O2)cc1F (centres undefined) | 20 | -9 | 36 | -14 | 11 | -14
Oc1c(Cl)c(Cl)c(O)c2c1CCCC2 | 99* | 99* | 99* | 99* | 99* | 100*
CCN(CC)C(=O)COc1ccc(Cl)cc1C(C)C | -2 | 1 | -17 | -18 | -31 | 15
Cc1ccc(S(=O)(=O)OCC23CCC(C4CC42)C2CC23)cc1 (centres undefined) | 4 | -15 | -28 | -22 | 10 | -10

Later entries:
SMILES	yeast cln2 rad14	sgs1 mgt1	mec2-1	rad50	mlh1 rad18	yeast bub3
COc1ccc2c(c1OC(C)=O)C1=CC(OC(C)=O)=CCC13CCN(C)C3C2 (centres undefined)	-5	-11	0	3	0	-6
O=c1[nH]c(=O)n(C2CC(O)C(CO)O2)cc1NN=NCCc1ccccc1 (centres undefined)	5	5	1	-24	11	2
CCC(COC(=O)CC[C@@H](NC(=O)C(C)NC(=O)C(C)OC1C(O)C(CO)OC(OCc2ccccc2)C1NC(C)=O)C(N)=O)NC1c2ccccc2Nc2cccc([N+](=O)[O-])c21 (some centres undefined)	6	-14	-10	6	-11	-18
CC(C)[Si]1(C(C)C)N([Si](C)(C)F)[Si](C(C)C)(C(C)C)N1[Si](C)(C)F	21	-3	6	8	26	-4
Nc1ncnc2c1ncn2C1OC(C(=O)OCCO)C(O)C1O (centres undefined)	-12	-13	-20	-17	-23	-11
CCOc1nc(=O)n(C2OC(CO)C(O)C2O)s1 (centres undefined)	-34	-4	-1	26	2	-6
C=CS(=O)(=O)c1ccc(N)cc1	-61	2	-14	-1	12	-7
O=C(C[n+]1ccccc1Cc1ccccc1)c1ccccc1	-12	-14	-4	-7	-18	-11
COc1cc(C(=O)OC2CC3CN(CCc4c[nH]c5ccccc45)CC3CC2OC)cc(OC)c1OC (centres undefined)	33	28	3	6	46	5
COc1cc(CCN=Cc2cc(Cl)cc(Cl)c2O)c([N+](=O)[O-])cc1OC	43	62	70	59	63	78*
CCOC1=NC(=O)CC(c2ccccc2)S1 (centres undefined)	-12	-4	-12	-1	-17	16
C=CCSC(=S)SCc1cccc(Cl)c1	-5	-6	-2	-12	-3	-1
Cc1c(Cl)cccc1Nc1n[nH]c(=S)s1	x	x	17	21	34	x
CC1=C(N2CCCCC2)CC(C)(C)CC1=O	-3	39	-4	1	-12	13
COc1ccc2c(Cc3c4ccccc4cc4ccccc34)cncc2c1O	80*	93*	92*	94*	96*	88*
O=C(CCl)Nc1cc2ccccc2c2ccccc12	2	-11	-24	1	9	10
O=C(O)c1cc(=O)c(O)c(C(=O)O)o1	8	2	-18	-8	4	-6
NNC(=O)CNC(=O)c1ccccc1	2	-11	-15	12	-15	0
C=C1CC(C)(C)CN(Cc2ccc([N+](=O)[O-])cc2)C(C(=O)OC)=C1C(=O)OC	17	24	-3	20	13	-14
N#CCc1n[nH]c(Cc2ccccc2)n1	8	4	7	2	12	1
O=C1C=C(N2CCCC2)C=C(N2CCCC2)C1	-6	-66	-44	-43	-35	-49
COc1cc(Br)c2ncccc2c1	4	4	-1	2	-14	2
Cc1ccccc1NC(=O)C1C(=O)N(c2ccccc2C)C(=O)/C1=N\NC(N)=O (centres undefined)	-86	-2	-11	-12	-22	-22
CCCCCCCC(=O)OCC(COC(=O)CCCCCCC)OC(=O)CCCCCCC	-34	2	4	41	27	10
CCOC(=O)N1CC(C)=C(C)CN1C(=O)OCC	-22	-7	-4	-1	-32	21
O=S(c1ccc(O)cc1)c1ccc(O)cc1	1	1	-5	-24	-2	-1
CCN(CC)CCNc1ccc(C)c2sc3ccc(OC)cc3c(=O)c12	31	17	89*	91*	93*	1
CC1CC(C)c2ccccc21 (centres undefined)	39	18	27	42	2	0
CNC(=S)N/N=C/c1cccc(C)n1	14	-16	-18	-4	-39	-18
O=C(O)c1ccc2ccccc2c1C(=O)c1ccc(F)cc1	18	18	-2	10	3	20
C=C(C)C(=O)OC1C[C@H](COC(C)=O)C2CC=C(CO)C2C2OC(=O)C(=C)[C@H]12 (some centres undefined)	-1	10	15	17	25	-1
Cc1ccc(C)c(NC(=O)/C=N/O)c1	12	18	-6	1	1	2
Nc1ccc2ncc(Nc3ccc(Cl)c(Cl)c3)nc2c1	74*	89*	86*	85*	80*	87*
O=C(c1ccc(Cl)c(Cl)c1)N1CCCCC1	-48	14	-7	-1	-6	-12
O=C(/C=C\c1ccc(Cl)c(Cl)c1)c1ccc(Cl)cc1Cl	2	-5	9	36	1	22
N=c1oc2ccc(Cl)cc2cc1C(=O)NCc1ccccc1	16	-38	-6	0	-68	-33
COC(=O)C(OC)(OC)C(O)c1ccccc1 (centres undefined)	5	49	5	34	7	-9
Cc1cccc(C(C)(O)c2cnc(C)n2Cc2ccccc2)c1 (centres undefined)	19	11	14	5	15	9
O=c1[nH]c2ccc(Cl)cc2[nH]c1=O	0	-10	5	-7	1	-1
CCC/C=N/NC(=O)CCCCCCCCCCCCCCCCC	-8	17	8	7	14	8
COc1ccc2c(c1)OC[C@@H]1c3cc(NC(=O)c4ccccc4)c(OCc4ccccc4)cc3N(S(=O)(=O)c3ccccc3)[C@H]21	-2	-2	-14	-24	9	-9
COc1cc2c(cc1C(C)c1ccc(OCC(=O)O)cc1)OCO2 (centres undefined)	13	0	6	4	19	6
O=S1(=O)C(c2cccc(F)c2)=C(O)c2cc3ccccc3nc21	-21	12	5	16	9	-24
